# Compound activity as filed in PubChem BioAssay.
# CaV13 FRET inh – Primary screen for inhibitors of IQ motif and Ca2+-dependent inactivation inhibitor domain binding in CACNA1D, Förster resonance energy transfer in living cells, … | HEK cells, CFP/YFP FRET ICDI-IQ, plate reader, 10 min; percent FRET-ratio fall versus neutral wells | inhibition, % at 12.3 µM | actives 0.098% (n = 340,000);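 active = mean replicate inhibition of at least 30% and at least 1% of replicates passing that level; inconclusive = only one of the two criteria is met; inactive = neither criterion is met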;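 also: 0% = median of the neutral control wells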
# TRPM1 prom inh – reduces MITF-dependent TRPM1 promoter luciferase signal; SK-MEL-5 TRPM1 promoter luciferase, 24 h; inhibition, % at 12.5 µM; actives 0.83% (n = 330,000); AID 488899;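 active = mean inhibition across replicates of 60% or more, whatever share of single replicates reaches that level; inconclusive = some that reach 60%, reason not given; inactive = mean inhibition across replicates below 60%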; also: values of inactives mirror those of a sister screen read the other way
# Exocytosis inh – blocks lytic granule exocytosis; TALL-104 LAMP-1 surface exposure, flow cytometry; cells stimulated with thapsigargin and PMA; inhibition, % at 10 µM; actives 0.66% (n = 360,000); AID 651702;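 active = inhibition above about 55%, limit read from the data; inconclusive = no clear call, values can overlap the other calls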
# aDG glyco act – increases alpha dystroglycan glycosylation; Pro5-aDG cells, alpha-DG glycosylation AlphaScreen (IIH6); 0% Pro5, 100% B10-LARGE cell signal; activation, % at 10 µM; actives 0.22% (n = 360,000); AID 624168;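 active = activation of at least 8% versus controls, or a plate z-score of at least 8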;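 also: Pro5 are CHO cells carrying HIG-tagged alpha-DG that lacks glycosylation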
# HIF-2a block – HIF-2a inhibition. 786-0 RCC cells HIF-2a reporter, luciferase luminescence, overnight. inhibition, % at 18.8 µM. actives 0.72% (n = 360,000);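 active = inhibition of the luminescence signal of 40% or more relative to plate controls, in a single-dose primary screen at 18.75 µM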
# Vif imaging – HIV Vif inhibition | HEK293T cells, Vif self-association by quenched fluorescence, imaging, 24 h | inhibition, % at 7.49 µM | actives 0.35% (n = 340,000) | AID 602346; in the data active = inhibition above about 50%, passing the limit was not always enough; inconclusive = no clear call, values can overlap the other calls; inactive = below about 31%; also: some results filed as inactive read as strong as hits
# Peg3 promoter – reduces Peg3 promoter-driven luciferase expression in HeLa. HeLa PEG-Prom luciferase reporter, luminescence, overnight. inhibition, % at 20 µM. actives 1.7% (n = 360,000);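 active = inhibition of at least 50% at 20 µM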
# hiPSC survival – enhancers of human iPSC single-cell survival | hiPSC single-cell survival, ATPlite luminescence; 100% = ROCK inhibitor wells, 0% = DMSO | survival enhancement, % at 20 µM | actives 0.044% (n = 360,000); in the data active = survival enhancement above about 18%;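 also: cells exposed to compounds for 16 hours before the ATP read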
# PDI turbidity – inhibitors of human protein disulfide isomerase; AID 588391; actives 0.052% (n = 350,000); inhibition, % at 10 µM; PDI insulin aggregation turbidity, A650, 90 min;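 active = mean inhibition across replicates of 30% or more, whatever share of single replicates reach that level; inconclusive = mean inhibition below 30% while every single replicate reaches 30%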;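 also: absorbance from insulin aggregation driven by PDI reduction with DTT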
# Target sequence (P07237 whole entry, looked up): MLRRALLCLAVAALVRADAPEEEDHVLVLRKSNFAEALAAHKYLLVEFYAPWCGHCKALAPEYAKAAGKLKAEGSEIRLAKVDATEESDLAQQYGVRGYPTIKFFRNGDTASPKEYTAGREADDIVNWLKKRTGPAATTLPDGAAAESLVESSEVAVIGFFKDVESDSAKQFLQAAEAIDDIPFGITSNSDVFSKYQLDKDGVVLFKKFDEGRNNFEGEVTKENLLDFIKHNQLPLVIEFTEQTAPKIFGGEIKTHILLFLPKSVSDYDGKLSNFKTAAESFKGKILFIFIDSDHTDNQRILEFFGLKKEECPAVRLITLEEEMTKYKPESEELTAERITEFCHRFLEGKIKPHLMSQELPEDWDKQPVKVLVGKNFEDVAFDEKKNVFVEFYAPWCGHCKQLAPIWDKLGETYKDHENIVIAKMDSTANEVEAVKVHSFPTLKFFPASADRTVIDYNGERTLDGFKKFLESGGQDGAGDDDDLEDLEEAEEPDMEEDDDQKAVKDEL
# NR2E3 ag-1 – NR2E3 (human) agonism; Q9Y5X4; GST-NR2E3/biotin-RetCOR TR-FRET, 1536-well; inhibition of corepressor binding, % at 4.78 µM; actives 0.12% (n = 320,000); AID 2300;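 active = percent inhibition above the cutoff of mean plus 3 SD of all tested compounds, set per screening campaign, cut at about 20% in these data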;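 also: 0% = DMSO wells and 100% = biotin wells as full block of FRET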
# Target sequence (Q9Y5X4 whole entry, looked up): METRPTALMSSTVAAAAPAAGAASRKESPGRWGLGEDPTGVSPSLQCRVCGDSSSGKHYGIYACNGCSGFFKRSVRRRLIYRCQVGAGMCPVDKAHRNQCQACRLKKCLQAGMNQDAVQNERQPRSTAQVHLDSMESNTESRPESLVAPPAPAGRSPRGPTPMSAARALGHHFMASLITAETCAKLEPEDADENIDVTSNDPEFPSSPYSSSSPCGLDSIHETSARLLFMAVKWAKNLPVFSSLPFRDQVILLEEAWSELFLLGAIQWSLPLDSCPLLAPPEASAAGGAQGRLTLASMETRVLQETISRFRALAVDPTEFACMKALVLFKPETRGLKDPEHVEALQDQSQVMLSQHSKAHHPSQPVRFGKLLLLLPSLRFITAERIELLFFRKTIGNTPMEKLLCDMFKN
#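 Test system: GST-NR2E3 and biotin-RetCOR proteins | Quantity: 1.35 nM GST-tagged NR2E3 final | Medium: Tris pH 7.5 | Also added: 7 nM biotin-RetCOR | Dosing: Compound at 4.8 µM, single dose | Timing: 5 h at 4 °C | Detection: Time-resolved FRET | Read-out basis: Percent inhibition | Benchmarks: Biotin wells as high control, 0.6% DMSO wells as low control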
# NR2E3 ag-2 – activates human NR2E3 receptor | AID 602229 | CHO-S Gal4-NCOR/VP16-NR2E3 two-hybrid, luciferase | Q9Y5X4 | actives 0.35% (n = 360,000) | inhibition of corepressor binding, % at 3.98 µM;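 active = inhibition above the mean of all tested compounds plus 3 SD, cut at about 70% in these data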;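 also: 0% = DMSO with NR2E3 transfected cells and 100% = cells lacking NR2E3 construct; higher means lower luciferase signal from less NR2E3 corepressor binding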
# * = called active by the depositor; ? = inconclusive; . = not tested or not shown. Outcome played no part in choosing rows; about 3.5% have a hit in one of these screens.
SMILES,CaV13 FRET inh,TRPM1 prom inh,Exocytosis inh,aDG glyco act,HIF-2a block,Vif imaging,Peg3 promoter,hiPSC survival,PDI turbidity,NR2E3 ag-1,NR2E3 ag-2
COc1cccc(NC(=O)C2CCC(CNS(=O)(=O)c3cccc4cccnc34)CC2)c1 (configuration not stated),-2,14,-3,0.0,12,-7,29,-0.7,-2,0,-11
Cc1ccc(C)c(OCC(=O)Nc2ccc3c(c2)OCO3)c1C,-4,9,-5,0.4,-3,0,9,0.8,0,-2,-42
COCCCn1c(=O)c2sccc2n(Cc2ccccc2C)c1=O,-20,-6,0,-0.1,10,0,22,1.3,9,0,-36
CC1CCCCC1NC(=O)CN1C(=O)COc2ccccc21 (configuration not stated),.,-11,-9,-0.1,-4,.,2,-0.3,2,0,-6
N#CCCN(C(=O)CSc1nc(-c2ccccc2)cn1N)c1ccc(F)cc1,.,-7,0,-0.4,2,.,-6,0.0,-1,2,-19
COC(=O)Nc1nc2c(C)cccc2s1,-7,-32,-1,0.1,-88,-18,-70,-2.0,-3,2,-51
CCNc1ccc(C(=O)NN=C2CCCC2)cc1[N+](=O)[O-],-4,18,0,0.1,13,.,6,-0.7,-1,2,-57
Cc1[nH]n(-c2ccccc2)c(=O)c1/C=N\NC(=O)C1COc2ccccc2O1 (configuration not stated),-20,-3,-3,-0.2,-107,4,-122,-1.9,10,1,-106
S=c1[nH]nc(-c2ccc3ccccc3n2)n1-c1ccc2c(c1)OCCO2,-5,6,4,0.1,-3,7,-5,-0.7,5,2,-17
CCOC(=O)C1CCN(C(=O)c2ccc3c(SCC(=O)O)c4c(nc3c2)CCCC4)CC1,-4,3,-4,-0.1,2,1,-5,1.0,2,2,-10
COc1ccc(CN2CCC[C@]3(N[C@H](c4ccccc4)[C@@H]4C(=O)N(Cc5ccccc5)C(=O)[C@@H]43)C2=O)cc1,-5,.,-2,0.2,11,.,-2,-0.5,0,.,-27
CCC(C(=O)OC)(C(=O)OC)c1ccc([N+](=O)[O-])cc1,19,-7,1,0.4,10,15,23,-0.2,-1,-1,-33
COCCn1nnnc1C(C(C)C)N(Cc1ccccc1)Cc1cc2cc(OC)ccc2[nH]c1=O (configuration not stated),-7,-3,2,0.0,-30,.,-31,2.0,-18,.,5
Cc1ccc(-c2n[nH]c(=S)n2-c2ccccc2)cc1,.,-12,0,0.1,-2,-36,-4,1.2,1,-1,-12
O=C(NC1CCCc2c1cnn2-c1cc(F)cc(F)c1)c1ccccn1 (configuration not stated),.,-4,-4,0.0,-41,-5,-7,-0.6,3,3,-13
COc1ccc(OC)c(NC(=O)CSc2nc3c(c(=O)n(C)c(=O)n3C)n2C)c1,-7,-6,-1,0.1,14,1,0,1.8,7,2,-4
CCOC(=O)N1CCN(S(=O)(=O)c2ccc(C)cc2)CC1,-6,11,7,-0.1,19,-1,16,-0.3,8,-5,-31
COc1ccc2c(C)cc(SCC(=O)Nc3ccc(Cl)cn3)nc2c1,-8,-3,-1,-0.2,20,-10,25,2.6,-6,-2,-1
O=c1c(C=NCCCn2ccnc2)c(-c2ccccc2)[nH]n1-c1nc2ccccc2s1,-6,0,3,-0.1,-63,4,15,0.4,-8,2,-6
CCOC(=O)C1=C(COC(=O)/C=C/c2ccccc2)NC(=O)NC1C (configuration not stated),-6,-15,-8,0.0,-19,1,-30,-0.4,4,1,-53
Cc1ccc2oc(=O)cc(/C=C/c3ccccc3)c2c1,-2,2,0,-0.2,-20,-3,-1,0.1,5,0,8
NNC(=O)C(Cc1ccccc1)NC(=O)OCc1ccccc1 (configuration not stated),-2,1,-4,0.9,3,-2,3,-1.2,5,2,-17
COC(=O)c1cc(OC)c(OC)cc1NC(=O)c1ccc(OC)cc1,.,-9,-6,0.1,-16,-31,-6,8.7,-3,-2,-25
C[C@H]1CN([C@@H](C)CO)C(=O)Cc2cc(NC(=O)CCC(F)(F)F)ccc2O[C@H]1CN(C)S(C)(=O)=O,-11,4,-3,-0.1,4,13,-29,2.0,-9,.,2
Cn1cccc1/C=N/NC(=O)c1ccc(OC(F)(F)C(F)F)cc1,-9,-30,1,-0.1,-140,-3,-80,1.5,0,-3,-27
Cc1ccc(Oc2ccc(C(F)(F)F)cc2[N+](=O)[O-])c([N+](=O)[O-])n1,-5,-34,-4,0.0,-41,-8,-26,-0.7,4,-2,-19
COc1ccc(/C=C/c2ccc3ccccc3[n+]2C)cc1OC,.,-24,2,-0.1,-229,2,-93,-0.7,2,1,-91
CCCN(CCC)C(=O)c1cc2c(=O)n3cccc(C)c3nc2s1,-3,12,-7,0.2,-7,-8,14,0.0,-3,1,-20
COCCOC(=O)c1c(NC(=O)CN2c3ccccc3CC2C)sc(C(N)=O)c1C (configuration not stated),-5,-3,0,-0.7,24,-3,1,0.2,0,-1,-21
CN1C(=O)C(C)(C)c2cc(S(=O)(=O)N3CCCCCC3)ccc21,-7,.,-5,-0.1,1,88*,18,-3.0,.,4,-44
O=C(Cn1cnc2cc([N+](=O)[O-])ccc2c1=O)N1CCN(S(=O)(=O)c2ccccc2)CC1,-6,15,-2,0.3,14,3,14,-2.2,-11,.,-20
COCCN(C(=O)Nc1ccc(OC)cc1)c1nc2ccccc2s1,-2,-1,-6,0.0,-92,-1,-9,0.3,0,0,-16
CCN(CC)C(=O)COc1ccc(/C=N/NC(=O)c2cc(-c3ccccc3OC)nc3ccccc23)cc1OC,-5,-1,0,0.0,19,3,5,-0.2,-5,0,0
COc1ccc(/C(C)=N/NC(=O)CNC(=O)c2ccco2)c(OC)c1,-6,8,-1,-0.1,4,-8,17,-0.1,9,2,-22
CCNc1nc(NCC)nc(N(C)n2cnnc2)n1,-6,1,3,0.1,3,9,-3,3.5,-4,1,0
Cc1cc(C)c(S(=O)(=O)NCC(=O)O)cc1C,-8,1,0,-0.1,3,11,8,5.3,-16,-2,5
Clc1ccc(-c2nc(-c3ccccn3)no2)cc1Cl,.,11,-2,-0.2,-50,-2,5,-2.6,-12,2,-184
Cc1nn(C)c(C)c1/C=N/NC(=O)C(C)(C)Oc1ccc(Cl)cc1,-7,8,2,-0.2,11,4,14,2.6,11,4,7
CCOC(=O)c1[nH]c2ccc(OC)cc2c1NC(=O)c1ccccc1C(=O)O,-19,-9,-2,0.0,-129,-18,-52,-0.7,16,-15,-16
CC(=O)NC(Cc1ccccc1)C(=O)NC1CCN(C(=O)c2cnccn2)CC1 (configuration not stated),-6,-6,-1,-0.1,6,-3,0,-2.0,-7,-8,4
Cn1c2ccccc2c(=O)c2c(=O)n(-c3ccccc3)c(-c3ccc(C(C)(C)C)cc3)nc21,-4,-2,11,0.2,-25,-6,-28,-0.7,-14,1,-19
CC(C)(CO)NCc1cc(Br)ccc1OCc1ccccc1,-5,5,0,1.1,-20,1,-2,-3.6,2,-3,-3
Fc1cccc(Nc2cc(-n3cccn3)ncn2)c1,-9,-24,0,0.1,-258,.,-163,3.8,-4,2,-45
CC(=O)NC1=NN(C(C)=O)C(C)(c2ccc(C)cc2)S1 (configuration not stated),-3,3,-1,0.0,19,-4,4,-0.7,0,5,-14
CCOc1cc(/C=N/O)cc(Cl)c1OC,-5,10,3,-0.1,24,.,7,-1.9,2,4,-27
C=CCN1C(=O)/C(=C/c2ccc(OC(C)=O)c(OCC)c2[N+](=O)[O-])SC1=S,-5,23,13,0.2,-133,0,-49,-2.2,?,.,4
CC1CCCC(C)N1/N=C/c1ccccc1OC(F)F (configuration not stated),-1,-2,-1,-0.3,-4,6,-7,3.7,12,-3,-29
Cc1ccc(NC(=O)c2cccc3c2C(=O)N(C2CCCCC2)C3)c(C)c1,.,5,0,0.1,4,-1,-3,-0.5,-6,-1,-23
C=CCn1c(SCC(=O)Nc2nnc(CC)s2)nnc1-c1ccco1,.,5,-3,0.0,9,.,11,-0.2,-2,0,-16
Cc1cccc(NC(=O)CCNS(=O)(=O)c2cccc3nsnc23)c1C,-7,8,16,0.0,5,2,10,-0.6,4,4,1
# Further results follow:
SMILES,CaV13 FRET inh,TRPM1 prom inh,Exocytosis inh,aDG glyco act,HIF-2a block,Vif imaging,Peg3 promoter,hiPSC survival,PDI turbidity,NR2E3 ag-1,NR2E3 ag-2
CCOc1cc(CN2CCN(c3ccc(C(C)=O)cc3)CC2)ccc1OC,-9,2,6,1.4,15,-10,5,-0.9,-1,4,14
CCOc1ccc(OCC)c(S(=O)(=O)N2CCC(C)CC2)c1,-8,0,1,0.0,12,.,13,-1.3,0,6,-1
c1ccc(-c2cc3nc(NCc4ccc5c(c4)OCO5)ccn3n2)cc1,-6,.,-15,0.0,-306,-9,-311,-0.8,-12,.,-68
COCCNC(=O)CCCN1C(=O)c2ccccc2Sc2ncccc21,-20,0,-5,0.1,19,14,17,0.1,4,-2,7
COc1ccc(Nc2cc(C)nc3ccccc23)cc1,-7,3,2,0.1,4,-2,11,3.3,-3,3,7
COc1ccc(CN2CCN(Cc3ccon3)CC2CCO)c(C)c1C (configuration not stated),-5,-5,9,0.0,17,-1,-5,-0.6,-1,2,7
C=C(C)C1CC=C(C)/C(=N\NC(=O)CCc2ccccc2)C1 (configuration not stated),-3,1,-1,-0.1,3,1,-2,-1.7,-5,0,27
COC(C[C@@H](O)C[C@@H](O)[C@H](C)OCc1ccccc1)OC,-4,-12,27,-0.3,8,.,-6,4.6,-7,3,-11
Cc1ccccc1Nc1nnc(SCC(=O)N(C)C2CCS(=O)(=O)C2)s1 (configuration not stated),-3,-1,-4,-0.4,1,-12,9,1.9,-3,0,-1
COC(=O)CSc1nc(N2CCOCC2)c2c(c1C#N)CCCC2,-20,-1,4,0.0,16,-9,6,-0.8,7,2,-25
COc1ccc(Nc2nc3ccccc3n3cnnc23)cc1Cl,-3,-1,2,-0.1,-74,-3,-46,-0.4,2,0,-31
CCCS(=O)(=O)NC(=O)C1(C)CCCN(C(=O)c2cc(OC)ccc2Br)C1 (configuration not stated),.,.,8,-0.2,11,.,-2,2.0,-3,.,-25
O=C(Nc1ccccc1)O/N=C/c1ccncc1,-6,-13,4,0.0,-98,.,-21,-2.7,-6,1,5
O=C(NC(=S)Nc1nc(-c2ccccc2)cs1)c1cncc(Br)c1,-7,-3,22,-0.2,-95,-2,-32,-1.1,-5,-4,-29

# Just aDG glyco act and TRPM1 prom inh, for some of the entries so far:
Molecule | aDG glyco act | TRPM1 prom inh
O=C(Nc1ccccc1)O/N=C/c1ccncc1 | 0.0 | -13
O=C(NC(=S)Nc1nc(-c2ccccc2)cs1)c1cncc(Br)c1 | -0.2 | -3
